# MRP1 act = H69AR viability gain despite doxorubicin, primary screen, MRP-1 activator project, H69AR cells, CellTiter-Glo | viability rescue | viability increase, % at 10 µM | 140,000 compounds, 0.61% hits;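 active = viability gain under doxorubicin at or above a set limit, the compound median plus 3 SD, cut at about 4.7% in these data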;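 also: MRP-1 overexpressing cells given doxorubicin 25 µM after compound pretreatment; 18-22 h compound pretreatment then 72 h with doxorubicin before readout; 0% = doxorubicin-only wells and 100% = vehicle-treated cells without doxorubicin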
# Phagocyt inh = inhibitors of macrophage phagocytosis, primary screen, imaging, J774A.1 cells, IgG beads; 110,000 compounds, 0.07% hits; AID 1029, 2008; J774A.1 macrophage IgG-bead phagocytosis; inhibition, % at 5 µM;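 active = inhibition above the mean of the plate negative controls plus 5 SD, cut at about 13% in these data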;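 also: phagocytic index as fraction of beads internalized from green versus red external bead signal; plate controls were DMSO negative control for no effect and cytochalasin-D positive control for full effect; some results beyond the cut were filed as inactive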
# GALR2 blocker = GALR2 antagonists in receptor-expressing cells, primary screen; 140,000 compounds, 0.39% hits; inhibition, % at 4 µM; Galanin receptor type 2 (Homo sapiens), O43603; antagonist mode; in the data active = inhibition above about 27%;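 also: cells stimulated with galanin 1-16 at roughly its EC80; 0% = agonist challenge control and 100% = basal control without agonist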
# Target sequence (O43603 whole entry, looked up): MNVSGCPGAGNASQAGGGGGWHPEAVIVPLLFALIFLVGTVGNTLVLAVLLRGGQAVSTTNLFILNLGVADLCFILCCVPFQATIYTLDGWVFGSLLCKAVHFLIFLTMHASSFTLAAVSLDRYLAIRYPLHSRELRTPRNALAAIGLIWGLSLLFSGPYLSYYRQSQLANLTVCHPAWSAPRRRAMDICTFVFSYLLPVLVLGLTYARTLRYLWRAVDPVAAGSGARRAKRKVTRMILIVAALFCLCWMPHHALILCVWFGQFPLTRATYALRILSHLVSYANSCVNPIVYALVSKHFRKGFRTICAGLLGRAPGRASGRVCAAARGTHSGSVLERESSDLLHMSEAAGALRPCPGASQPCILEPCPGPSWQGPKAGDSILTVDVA
# Yeast life ext = compounds extending yeast replicative lifespan, primary screen, S. cerevisiae, OD615 | 130,000 compounds, 0.68% hits | S. cerevisiae growth with nicotinamide; deaD strain in restrictive glucose medium | inhibition of the nicotinamide effect, % at 10 µM;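 active = inhibition above a set limit, placed 3 SD over the median of all compounds, cut at about 26% in these data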;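 also: 0% = nicotinamide-treated wells and 100% = cells grown without nicotinamide; some compounds called inactive have numbers as strong as hits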
#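 Assay system: engineered S. cerevisiae DeaD replicative-lifespan strain, galactose-grown log-phase cells; medium: restrictive CSMM-D dextrose medium; also added: nicotinamide, 1.5 mM, co-present with compound; schedule: 48 h compound exposure at 30 °C, humidified; detection: absorbance at 615 nm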
# E-sel TNF inh = E-selectin induction blockers in HUVEC – imaging, immunofluorescence, high content, primary screen; HUVEC TNFa-induced E-selectin immunofluorescence; inhibition, % at 2 µM; 120,000 compounds, 0.71% hits;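 active = inhibition above the batch mean plus 3 SD, and confirmed as a hit on visual image review, cut at about 43% in these data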;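 also: 0% = TNF-stimulated DMSO wells and 100% = unstimulated control wells; not every result past the cut was called active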
# HCT116 PTEN-null = growth suppression of PTEN-null HCT116, primary screen, cell-based, CellTiter-Glo; 140,000 compounds, 1.2% hits; viability, % at 10 µM; HCT116 PTEN-null viability, 60 h; active compounds read low;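 active = viability at or below a set limit, 4 SD under the median of all tested compounds, cut at about 3.7% in these data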;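 also: PTEN knockout HCT116 line with beta catenin targeted HCT116 as companion control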
# Measles CPE = compounds protecting cells from measles virus cytopathic effect, primary screen, measles RdRp inhibitor project, single point, MLSMR library, absorbance; Measles virus-infected cells, CPE protection; protection (pct of control), % at 4 µM; 140,000 compounds, 1.5% hits; AID 841, 2007; in the data active = protection mostly above about 24%, no sharp cut-off; inactive = mostly below about 26%; also: some compounds called inactive have numbers as strong as hits
# NPY-Y2 antag = NPY-Y2 receptor antagonists, primary screen, cell-based | inhibition, % at 2.7 µM | Neuropeptide Y receptor type 2 (Homo sapiens), P49146 | NPY-Y2 expressing cells, antagonist mode | 140,000 compounds, 0.99% hits; in the data active = inhibition above about 17%;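 also: 0% = vehicle with agonist challenge and 100% = reference antagonist with challenge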
# Target sequence (P49146 whole entry, looked up): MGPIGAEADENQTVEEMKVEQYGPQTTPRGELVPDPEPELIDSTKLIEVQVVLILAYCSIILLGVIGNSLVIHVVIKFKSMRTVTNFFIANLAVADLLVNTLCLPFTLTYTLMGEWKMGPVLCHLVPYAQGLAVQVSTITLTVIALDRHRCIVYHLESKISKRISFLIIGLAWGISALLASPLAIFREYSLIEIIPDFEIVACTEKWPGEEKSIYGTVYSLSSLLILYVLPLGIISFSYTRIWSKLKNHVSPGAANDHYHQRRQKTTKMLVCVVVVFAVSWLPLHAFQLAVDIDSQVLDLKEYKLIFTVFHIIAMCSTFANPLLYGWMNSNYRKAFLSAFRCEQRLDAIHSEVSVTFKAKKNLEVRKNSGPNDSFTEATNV
# bCat KO growth = primary screen for growth suppressors in beta-catenin knockout HCT116 cells (colon tumor, human) | HCT116 beta-catenin knockout viability, CellTiter-Glo, 60 h; active compounds read low | 140,000 compounds, 1.5% hits | AID 818, 2007 | viability, % at 10 µM;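 active = viability at or under a set limit, the compound median less 4 SD, cut at about 6% in these data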;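 also: 0% = Hyamine 1622 control at 20 µM and 100% = untreated cell control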
# Yeast growth inh = growth inhibitors of yeast BB579 in restrictive medium, primary screen, yeast lifespan-shortening project, S. cerevisiae; inhibition, % at 10 µM; OD615, 48 h; AID 804, 2007; 140,000 compounds, 0.51% hits;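 active = inhibition above a set limit, 3 SD over the mean compound inhibition, cut at about 44% in these data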; also: inactives centre near -24
#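 Assay system – yeast BB579 (DeaD) · Dosing – single compound dose of 10 µM, 0.25% DMSO final · Detection – OD615 turbidity measurement · Buffer or medium – CSMM-D restrictive synthetic medium containing dextrose (glucose) · Benchmarks – positive control amphotericin B 10 µg/mL · Incubation – 48 h exposure, 30 °C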
# * hit, by the source's call; x = not tested or not shown.
SMILES,MRP1 act,Phagocyt inh,GALR2 blocker,Yeast life ext,E-sel TNF inh,HCT116 PTEN-null,Measles CPE,NPY-Y2 antag,bCat KO growth,Yeast growth inh
O=C(O)CSCc1c(F)cccc1Cl,-2.7,x,-6.1,0.0,-21.3,96.9,30.5,2.1,103.8,-50.2
CCc1cc2c(-n3nc(C)cc3C)ncnc2s1,0.7,x,0.9,x,-16.6,90.5,27.1,9.5,97.2,-51.9
COc1ccc(CCN2CCCn3c2nc2c3c(=O)n(Cc3ccccc3F)c(=O)n2C)cc1OC,-1.8,0.2,-5.9,8.2,x,96.9,27.4,2.5,96.6,-69.0
O=C(NC(=S)Nc1cccc(NC(=O)c2ccccc2Cl)c1)c1cccs1,-0.6,-4.5,-5.0,2.6,7.9,89.3,11.6,-0.5,85.8,-12.4
COC(=O)C(C(=O)OC)C(C[N+](=O)[O-])c1ccc(OC)c(OC)c1 (stereo unspecified),-4.0,x,8.3,-2.6,4.7,83.5,8.1,8.1,65.2,-17.8
COc1ccc2[nH]cc(C3N4CC5(C)CN3CC(C)(C4)C5=O)c2c1 (stereo unspecified),0.1,0.9,3.7,-9.5,0.8,105.8,2.4,2.0,98.9,-9.4
O=[N+]([O-])c1cc(-c2cnc3ccccc3n2)ccc1Oc1ccc(Cl)cc1,1.4,-7.9,5.9,-6.9,-75.2,74.6,13.0,10.2,86.7,-31.9
COC(=O)c1c(NC(=O)CN2CCOCC2)sc2c1CCC(C)C2 (stereo unspecified),-0.7,0.5,-1.1,-8.3,-10.9,88.0,11.1,1.5,93.3,-49.1
NS(=O)(=O)c1cccnc1Nc1cccc(Cl)c1Cl,-2.1,-0.1,-3.3,19.3,1.0,97.2,27.6,-1.6,90.2,-31.7
CCN1CCN(c2cc(C)c3cc(NC(=O)c4ccc(Br)o4)ccc3n2)CC1,-5.1,3.2,6.2,-15.9,x,9.4,6.2,1.9,8.0,-25.2
CC(=O)O[C@@H]1[C@@H](OC(C)=O)[C@H](n2ccc3cc([N+](=O)[O-])ccc32)OC[C@@H]1OC(C)=O,-2.5,x,1.5,x,-17.4,76.9,4.6,4.2,79.1,1.3
O=Cc1cn(CC(=O)N2CCCCC2)c2ccccc12,-1.7,-4.0,-3.1,2.0,6.0,93.4,3.8,1.2,99.3,-48.0
O=C(NCCOc1ccccc1)c1ncn[nH]1,0.7,0.8,-7.8,-8.3,-15.6,108.1,13.9,1.0,89.0,5.7
COc1cccc(-n2nnnc2SCC(=O)Nc2cccc(NC(C)=O)c2)c1,-2.4,-0.9,-21.9,3.2,x,108.1,6.5,1.9,92.7,-29.3
Cc1ccc([N+](=O)[O-])cc1NC1OC(CO)C(O)C1O (stereo unspecified),-0.5,0.0,1.2,-5.6,9.0,102.1,9.7,0.3,87.8,-28.7
O=C(Cc1ccc([N+](=O)[O-])cc1)Nc1ccc(O)cc1C(=O)O,0.0,x,-5.2,9.8,x,100.7,5.2,4.8,99.4,-36.2
CCN(CC)C(=O)/C(=C/c1ccc(F)cc1)NC(C)=O,3.0,-3.6,3.0,12.0,x,93.8,2.8,1.9,84.8,-20.9
CC1=CN2C(=N)/C(=C/c3ccc(Sc4ccc(Cl)cc4)o3)C(=O)N=C2S1,-4.4,x,-11.1,-0.4,10.5,73.5,14.4,-0.3,72.2,-31.6
COc1cc(/C=N/NC(=O)C[n+]2ccccc2)cc(OC)c1OC,-0.1,-2.7,-19.4,8.4,-2.9,97.9,20.4,1.9,89.8,-52.9
CC1(C)CSC(=NCCc2ccccc2)N1C(=O)c1ccc(C#N)cc1,-2.0,-9.1,10.2,-3.2,x,102.9,6.0,1.3,93.9,-23.4
C=CCn1c(CCNC(=O)c2cccs2)nnc1SCC(=O)Nc1cccc(Cl)c1C,-4.0,1.9,0.5,-0.4,3.7,86.3,10.3,-3.9,89.4,-32.8
O=C1c2ccccc2C(=O)N1CCc1ccccn1,0.1,-0.3,-12.4,-14.4,0.1,92.4,2.9,3.4,99.8,5.8
CCOC(=O)c1cc(C#N)c(SCC(=O)c2cc(C#N)c(SC)nc2C)[nH]c1=O,0.4,-1.4,8.9,-12.6,-10.8,91.5,-0.6,2.9,102.2,-43.7
O=C(CSC1=Nc2ccccc2C2=NC(CC(=O)NCc3ccco3)C(=O)N12)NCc1ccco1 (stereo unspecified),-1.6,-0.2,-10.7,-4.1,2.2,97.1,3.9,4.0,89.5,-18.9
Cc1ccc(C2CC(=O)Oc3cc(O)ccc32)cc1 (stereo unspecified),-1.0,x,0.3,6.4,-38.2,91.4,3.8,0.4,94.6,-41.0
COc1ccccc1C1C=C(c2ccccc2)Nc2nnnn21 (stereo unspecified),-6.8,x,-0.2,x,x,86.5,8.3,5.8,91.1,6.2
CCOC(=O)N1CCC(NC(=O)C2CCCN(S(C)(=O)=O)C2)CC1 (stereo unspecified),-1.4,0.5,11.8,-0.2,x,91.8,7.4,-1.2,87.7,-14.6
C/C=C/C(=O)Nc1ccccc1Br,-0.5,-0.7,1.3,-10.2,13.3,97.8,17.6,1.6,92.5,-24.3
Cc1ccc(S(=O)(=O)N2CCN(S(=O)(=O)N3CCCCC3)CC2)c(C)c1,-1.7,10.0,-6.1,-7.7,23.6,92.1,17.7,-1.2,94.1,-18.1
O=C1OC(Nc2ccc3c(c2)OCO3)c2ccccc21 (stereo unspecified),-2.1,-0.8,10.7,12.5,x,14.4,17.9,1.4,16.4,-54.8
Cc1ccc2[nH]c3c(=O)n(CCCN4CCOCC4)cnc3c2c1,-1.2,3.3,0.3,8.5,-19.5,99.4,4.3,-0.6,85.6,-38.0
CC(C)CCOc1ccc(-c2c(=O)n(OCc3ccc([N+](=O)[O-])cc3)c3ccccc3[n+]2[O-])cc1,-3.6,x,-15.2,-15.9,-10.8,6.2,3.9,0.7,17.6,-24.3
Cc1nc(C(=O)Nc2cccc(Cl)c2Cl)nn1-c1cc(OC(C)C)c(Cl)cc1Cl,0.7,x,-0.4,-7.4,-21.4,84.7,16.6,10.0,83.9,-40.8
Cc1cccc(NC(=O)c2cnc3scc(C)n3c2=O)c1,-4.0,x,-4.1,-10.9,x,77.7,26.5,1.5,81.9,-0.8
COc1ccc(CCn2nnc(-c3ccc(NC(C)=O)c(Cl)c3)n2)cc1,-2.3,x,-0.3,x,-11.5,74.4,6.9,-0.6,71.5,-12.7
O=C(CNc1cccc2ccccc12)N/N=C/C(Br)=C/c1ccccc1,-5.0,x,-20.0,10.2,-5.8,1.2*,3.4,0.6,2.7*,-54.0
COc1ccc(OC)c(S(=O)(=O)n2cccn2)c1,-2.2,x,-18.4,-21.2,-13.1,99.5,10.5,-2.5,110.8,-22.1
COc1ccc(CCNC(=O)c2ccccc2NC(=O)c2ccco2)cc1OC,-3.5,x,0.2,-12.6,32.9,79.6,4.7,3.4,84.8,-36.5
O=C(CN1CCC(n2nnc3ccccc32)CC1)Nc1ccc2c(c1)CCC2,-0.9,0.1,-11.8,4.1,4.4,97.5,1.5,4.0,85.8,-78.6
CCOC(=O)CSc1nc2c(c(=O)n1-c1ccc(OCC)cc1)SCC2,-0.3,-1.2,-9.8,1.6,-15.8,107.1,14.9,1.5,99.2,-40.7
CCc1ccc2c(c1)cc(CN(C(=S)Nc1ccccc1C)C1CC1)c1nnnn12,-1.6,-0.7,-0.9,-4.0,x,72.0,5.6,2.5,69.9,-50.2
COCCNc1oc(-c2ccc(F)cc2)nc1C#N,-2.1,x,11.6,-34.2,15.9,90.4,9.1,3.0,93.6,10.1
COc1ccccc1C1CN=NC12CCCc1ccccc1C2=O (stereo unspecified),-0.7,-5.1,4.5,16.8,1.7,92.9,17.5,7.7,70.3,-42.9
COC(=O)Cn1c(CN2CCN(c3ccc(F)cc3)CC2)nc2c1c(=O)n(C)c(=O)n2C,-3.6,-0.5,x,-1.2,x,69.4,6.5,x,70.5,-13.2
CC(C)/C=N/Nc1nc(-c2ccc(Br)cc2)cs1,-1.8,-0.5,15.5,-3.0,9.1,86.1,6.3,0.3,80.6,-20.9
C=C(C)CSc1nc(N)cc(=O)[nH]1,-2.2,0.3,8.0,-3.9,-40.7,110.3,9.5,1.9,90.8,-14.7
O=C(CSc1nc(-c2ccccc2)nc2c1Cc1ccccc1O2)Nc1ccccc1,-2.0,0.3,1.9,-3.4,x,94.1,6.7,-2.4,85.1,-13.2
O=C(COc1ccc2ccccc2c1Br)N1CCN(c2ccccn2)CC1,2.8,-1.5,-10.8,-21.2,1.5,86.2,5.8,3.7,96.0,-48.9
COc1ccc(CCNC(=O)CN(c2ccc(OC)c(OC)c2)S(C)(=O)=O)cc1,0.3,-0.4,6.5,-11.3,32.8,101.3,22.5,-0.8,93.1,-43.9
O=C(Nc1cccc([N+](=O)[O-])c1)c1ccc(CN2CCOCC2)cc1,-1.3,-1.9,2.8,2.9,x,75.9,7.8,-1.9,80.8,-6.1
CS(=O)(=O)N1CCN(C(=O)c2cccnc2)CC1,-1.3,-1.4,2.3,-0.3,20.2,92.7,10.0,0.9,82.2,-47.9
c1ccc(CNc2ncnc3nc[nH]c23)nc1,-0.5,-1.3,0.0,-5.8,-5.7,89.1,12.4,0.4,90.1,2.7
CCOC(=O)c1c(-c2ccc(C)o2)csc1NC(=O)COC(=O)c1ccc(NC(N)=O)cc1,0.5,0.9,6.7,-4.1,-21.9,77.0,3.3,-3.1,82.1,-25.8
COc1cccc(C(=O)/C=C/c2ccc(N3CCCCC3)c([N+](=O)[O-])c2)c1,-5.1,-8.9,-14.7,21.9,x,2.9*,6.5,6.1,3.1*,-48.0
c1ccc2c(c1)OCCOCCOc1ccccc1OCCOCCO2,-3.5,-3.3,14.4,14.0,1.0,55.1,7.0,5.8,65.8,-58.5
O=C(CSCc1cccc(Cl)c1)NCc1ccc2c(c1)OCO2,-0.5,0.7,3.6,-18.5,-17.0,72.8,3.1,9.9,88.1,-13.7
c1ccc(CCNc2ncnc3scc(C4COc5ccccc5O4)c23)cc1 (stereo unspecified),-1.9,-1.3,-6.5,-6.3,-2.5,50.1,25.4,7.1,54.9,-37.4
CCN(CC)C(=O)C(=O)N/N=C/c1ccc(C(=O)OC)cc1,-1.3,-7.8,-2.0,-2.8,x,102.0,3.4,-1.1,92.8,-8.7
CNc1c([N+](=O)[O-])cnn1-c1ccccc1Cl,-0.8,-0.6,-0.7,3.9,-30.0,85.2,19.8,1.1,101.5,-33.4
CCCCCCCCCCn1cc(C(C)=O)c(=O)[nH]c1=O,-1.1,x,6.3,-9.5,-16.9,101.1,6.9,3.2,91.8,-25.4
